# PAD4 FP inh = human PAD4 inhibitors, primary screen, biochemical, fluorescence polarization, 1536-well format | Protein-arginine deiminase type-4 (Homo sapiens), Q9UM07 | 330,000 tested, 0.41% active | inhibition, % at 6.36 µM | recombinant PAD4, RCA probe fluorescence polarization;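 active = percent inhibition above a cutoff equal to the mean of all tested compounds plus 3 SD, cut at about 15% in these data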;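 also: 0% = PAD4 with RCA probe and DMSO and 100% = probe without PAD4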
# Target sequence (Q9UM07 whole entry, looked up): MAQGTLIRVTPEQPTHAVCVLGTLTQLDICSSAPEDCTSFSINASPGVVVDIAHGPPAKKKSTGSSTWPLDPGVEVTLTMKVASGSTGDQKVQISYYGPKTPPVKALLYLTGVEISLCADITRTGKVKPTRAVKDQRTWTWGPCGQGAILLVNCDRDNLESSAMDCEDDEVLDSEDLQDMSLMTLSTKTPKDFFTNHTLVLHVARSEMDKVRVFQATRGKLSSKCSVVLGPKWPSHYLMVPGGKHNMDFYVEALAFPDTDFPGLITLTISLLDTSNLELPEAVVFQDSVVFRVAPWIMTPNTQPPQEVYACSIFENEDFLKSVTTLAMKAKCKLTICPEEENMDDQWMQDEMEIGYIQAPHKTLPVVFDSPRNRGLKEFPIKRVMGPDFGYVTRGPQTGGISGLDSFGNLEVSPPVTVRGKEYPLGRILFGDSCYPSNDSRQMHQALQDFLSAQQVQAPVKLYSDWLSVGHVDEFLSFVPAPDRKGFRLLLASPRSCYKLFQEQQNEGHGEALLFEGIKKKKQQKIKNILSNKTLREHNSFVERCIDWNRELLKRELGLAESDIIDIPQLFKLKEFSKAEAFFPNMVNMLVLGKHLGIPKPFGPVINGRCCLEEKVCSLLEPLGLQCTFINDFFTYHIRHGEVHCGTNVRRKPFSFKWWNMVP
# PAFAH1B3 FP inh = PAFAH1B3 enzyme inhibitors, primary screen, biochemical, fluorescence polarization, human; recombinant PAFAH1B3, FP-rhodamine probe; inhibition, % at 3.39 µM; 340,000 tested, 0.28% active;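 active = inhibition above the screen-wide average of all tested compounds plus 3 SD, cut at about 25% in these data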;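 also: 0% = enzyme with DMSO only and 100% = wells lacking PAFAH1B3 protein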
# Target sequence (Q15102 whole entry, looked up): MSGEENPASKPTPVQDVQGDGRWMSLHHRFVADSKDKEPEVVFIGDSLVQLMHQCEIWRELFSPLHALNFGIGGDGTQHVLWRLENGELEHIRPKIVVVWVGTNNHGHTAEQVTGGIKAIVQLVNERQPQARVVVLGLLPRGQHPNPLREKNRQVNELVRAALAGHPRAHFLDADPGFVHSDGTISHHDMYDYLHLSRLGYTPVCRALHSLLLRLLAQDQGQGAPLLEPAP
# PAFAH2 FP inh = PAFAH2 enzyme inhibitors, primary screen, biochemical, fluorescence polarization, human; Platelet-activating factor acetylhydrolase 2, cytoplasmic (Homo sapiens), Q99487; recombinant PAFAH2, FP-rhodamine activity probe; inhibition, % at 3.39 µM; 340,000 tested, 0.99% active; AID 492956, 2010;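 active = inhibition above the mean over all tested compounds plus 3 SD, cut at about 30% in these data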;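 also: inhibitors block probe labeling of enzyme so polarization drops; 0% = enzyme with DMSO and 100% = wells lacking PAFAH2 protein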
# PME-1 inh = PME-1 inhibitors via competitive probe labeling, primary screen, biochemical, fluorescence polarization, FP-Rh probe, HTS; Protein phosphatase methylesterase 1 (Homo sapiens), Q9Y570; recombinant PME-1; inhibition, % at 5.9 µM; 320,000 tested, 0.53% active; AID 2130, 2009;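 active = inhibition above the campaign mean of all compounds plus 3 SD, cut at about 26% in these data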;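 also: competitive labeling of PME-1 active site by serine hydrolase directed probe; 0% = PME-1 with DMSO and 100% = wells lacking PME-1 enzyme; inhibitors block probe labeling so polarization falls and inhibition rises; many of its hits are not listed in these tables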
# LYPLA1 inh = LYPLA1 inhibitors, primary screen, counter-screen for PME1 inhibitor project, biochemical, fluorescence polarization, FP-Rh probe ABPP | 320,000 tested, 0.16% active | inhibition, % at 5.9 µM | Acyl-protein thioesterase 1 (Homo sapiens), O75608 | recombinant LYPLA1;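 active = inhibition above the mean of all tested compounds plus 3 SD, set per campaign, cut at about 14% in these data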;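 also: inhibitors block serine hydrolase probe labeling of LYPLA1 so polarization falls; 0% = enzyme with DMSO and 100% = wells lacking LYPLA1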
# pPAFAH inh = pPAFAH enzyme inhibitors, primary screen, biochemical, fluorescence polarization, human; recombinant pPAFAH, FP-rhodamine probe fluorescence polarization; AID 463082, 2010; Platelet-activating factor acetylhydrolase (Homo sapiens), Q13093; inhibition, % at 3.39 µM; 330,000 tested, 1.5% active;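 active = inhibition above the mean inhibition across the screen plus 3 SD, cut at about 25% in these data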;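 also: inhibitors block binding of the rhodamine activity-based probe so polarization drops; 0% = enzyme with DMSO and 100% = wells lacking pPAFAH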
# Fam108B counter = mouse Fam108B serine hydrolase inhibitors, primary screen, counter-screen for RBBP9 inhibitor project, biochemical, fluorescence polarization; AID 1947, 2009; 300,000 tested, 0.33% active; inhibition, % at 9.51 µM; recombinant Fam108B, FP-Rh probe fluorescence polarization;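 active = inhibition above the screen mean inhibition plus 3 SD, computed separately per campaign, cut at about 18% in these data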;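 also: inhibitors lower polarization as less probe binds the enzyme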
# GSTO1 counter = inhibitors of recombinant GSTO1, primary screen, counter-screen for RBBP9 inhibitor project, biochemical, fluorescence polarization; inhibition, % at 5.96 µM; activity-based probe fluorescence polarization; 300,000 tested, 1.1% active; Glutathione S-transferase omega-1 (Homo sapiens), P78417;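 active = inhibition above the campaign mean inhibition plus 3 SD, cut at about 35% in these data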;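 also: 0% = GSTO1-1 with DMSO and 100% = wells lacking GSTO1-1 enzyme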
# PAFAH1B2 inh = PAFAH1B2 enzyme inhibitors, primary screen, biochemical, fluorescence polarization, human. Platelet-activating factor acetylhydrolase IB subunit alpha2 (Homo sapiens), P68402. recombinant PAFAH1B2, FP-rhodamine activity probe. inhibition, % at 3.39 µM. 340,000 tested, 1.2% active;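 active = inhibition above the mean of all tested compounds plus 3 SD, cut at about 24% in these data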;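 also: 0% = enzyme with DMSO and 100% = wells lacking PAFAH1B2; many of its hits are not listed in these tables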
# Starred values were filed as active, the others as inactive; . = no result given.
SMILES,PAD4 FP inh,PAFAH1B3 FP inh,PAFAH2 FP inh,PME-1 inh,LYPLA1 inh,pPAFAH inh,Fam108B counter,GSTO1 counter,PAFAH1B2 inh
COc1cccc(C(=O)NCc2ccc3[nH]c(C)cc3c2)c1,-4,5,2,2,-5,5,4,0,2
CN(C(=O)COc1cccc(C#N)c1)C1CCS(=O)(=O)C1 (centres undefined),-2,2,4,-7,-6,-1,.,.,4
O=C(Nc1cccnc1)c1cc(Br)c(Br)s1,-4,17,10,-12,-10,-10,-5,-11,2
CCCCSc1nnc(-c2ccc(NC(C)=O)cc2)n1C,0,9,1,-1,2,2,5,2,1
CCOC(=O)COc1ccc2c(c1)c(C(=O)OCC)c(C)n2CC,-2,-2,7,-3,5,2,4,3,-3
O=C(O)c1cccc(-c2ccc(/C=N/Nc3nn[nH]n3)o2)c1,-5,6,0,-9,4,5,-3,-1,6
CN1CCN(c2nc(Nc3ccc(O)cc3)nc3ccccc23)CC1,2,9,0,2,-1,5,1,3,5
CCCC(C)c1nnc(NC(=O)CN2C(=O)c3ccccc3C2=O)s1 (centres undefined),-5,3,5,-1,1,2,-1,13,6
Cn1c2ccccc2c2nnc(SCC(=O)Nc3cccc(O)c3)nc21,-1,2,6,-1,0,8,-5,-2,3
O=C(COC(=O)c1ccc(Cl)nc1)NC1CCCCCC1,-1,-6,23,2,2,4,.,.,-1
O=C(Nc1ccccc1C(F)(F)F)C1CC(=O)N(c2ccccc2F)C1 (centres undefined),0,-4,-7,-2,0,3,-1,1,1
COCc1nnc(NC(=O)c2ccc(Cl)cc2[N+](=O)[O-])s1,-7,-2,2,0,-6,3,2,3,0
COc1ccccc1-c1ccc(SCc2ccccc2)nn1,-1,1,4,6,-2,10,-1,-5,0
Cc1cc(C)cc(N(C(=O)c2csnn2)C(C(=O)NC2CCCCC2)c2cccnc2)c1 (centres undefined),3,0,-23,-10,3,-4,3,7,4
Cc1c(OCC(F)(F)F)ccnc1CS(=O)c1nc2ccccc2[nH]1 (centres undefined),3,5,4,3,-2,4,-2,5,-3
Cc1ccc([N+](=O)[O-])cc1NC(=O)CN1CCCCC1,-1,2,-1,1,-2,7,-2,-7,-2
COc1cccc(C2Nc3ccccc3C(=O)N2Cc2ccccc2)c1 (centres undefined),5,4,9,-4,-1,0,-7,-1,2
CCCc1cc(C(=O)N2CCCC(Nc3ccc(C)c(C)c3)C2)n(C)n1 (centres undefined),-2,0,5,1,-2,6,1,3,9
Cc1ccc(-c2csc(NCCn3c(-c4ccncc4)nc4cc(C(F)(F)F)ccc43)n2)cc1,1,6,1,.,.,6,.,.,19
NC(=O)C1CCN(C(=O)c2cc3c(s2)CCCC3)CC1,0,9,6,6,-2,0,2,3,4
CCOC(=O)c1c(C)nc2ccc(Cl)cc2c1-c1ccccc1,-8,11,3,-1,2,0,-3,-4,0
Cc1noc(C)c1NC(=O)Nc1ccc2c(c1)C(=O)N([C@H](C)CO)C[C@H](C)[C@@H](CN(C)C(=O)Nc1ccc3c(c1)OCO3)O2,-3,10,7,.,.,2,.,.,-2
CCOC(=O)C1NC(=O)CC1c1ccccc1 (centres undefined),0,-4,-1,-3,2,2,2,13,-1
CCOC(=O)C1CCCN(C(=O)CSc2nc(C)cc(C)n2)C1 (centres undefined),-4,8,-2,-9,2,-5,-1,4,1
COCCOC(=O)c1[nH]c2c(c1C)C(=O)CC(c1ccccc1)C2 (centres undefined),5,9,1,-8,-3,-3,-3,0,0
Cn1c(=O)c(C(=O)NC2CCCCCCC2)c(O)c2ccccc21,-1,1,-2,-1,-2,1,0,14,1
Cc1ccc(C(=O)NNC(=O)CCOc2cccc(C)c2)cc1,3,3,4,0,3,1,.,.,-3
COc1ccc2nc(SCC(=O)NCCc3ccccc3)[nH]c2c1,3,4,0,1,1,-2,-1,6,3
O=C1Nc2ccccc2/C1=C/c1ccc([N+](=O)[O-])cc1,3,8,1,0,0,4,6,6,3
CCC(C)NCCOCCOc1ccc(C)cc1OC (centres undefined),-2,1,-5,4,0,0,1,5,6
Cc1ccc(Oc2cnc3ccccc3n2)cc1,0,9,-7,-4,1,-2,1,12,10
CCN(CC)S(=O)(=O)c1cc(NS(=O)(=O)c2cccc(C(=O)O)c2)ccc1C,-2,5,-4,0,7,1,1,25,-4
COC(=O)C1CN(C(=O)C(C)Oc2ccccc2F)c2ccccc2O1 (centres undefined),-4,-9,5,0,10,7,6,-4,1
COC(=O)[C@@H](CC(C)C)N(Cc1ccccc1)S(=O)(=O)N(Cc1ccccc1)[C@@H](CC(C)C)C(=O)OC,-3,14,4,.,.,-5,.,.,10
COc1ccc(C)cc1S(=O)(=O)N(C)CC(=O)NCc1ccco1,-3,-3,5,4,2,6,1,-5,-4
Cc1ccc(-c2cc(C(=O)N3CCN(c4ccccc4O)CC3)c3ccccc3n2)o1,0,3,4,2,-4,66*,-1,1,1
Cc1cccc(-n2c(O)c(C=Nc3ccc(O)cc3)c3ccccc3c2=O)n1,-1,4,-3,6,4,4,3,7,2
O=C(c1cccnc1)N1CCCc2ccccc21,4,-1,0,3,-3,5,-2,-2,8
CCN(CC)C(=O)c1sc(NC(=S)N2CCN(C(=O)C3CCCO3)CC2)c(C(=O)OC)c1C (centres undefined),5,3,9,0,-2,2,2,-4,-4
Cc1c(C)n(C)c2ccc(C(=O)N3CCN(c4ccccn4)CC3)cc12,-5,5,1,-11,-6,7,-8,4,0

# An excerpt from above in order of the pPAFAH inh value, ascending.
SMILES | pPAFAH inh
Cc1ccc(Oc2cnc3ccccc3n2)cc1 | -2
Cc1cccc(-n2c(O)c(C=Nc3ccc(O)cc3)c3ccccc3c2=O)n1 | 4
O=C(c1cccnc1)N1CCCc2ccccc21 | 5

# (more compounds)
SMILES,PAD4 FP inh,PAFAH1B3 FP inh,PAFAH2 FP inh,PME-1 inh,LYPLA1 inh,pPAFAH inh,Fam108B counter,GSTO1 counter,PAFAH1B2 inh
CCOCCCn1c(C)nc2c(c1=O)c1nc3ccccc3nc1n2CCC1=CCCCC1,1,1,2,-2,1,-1,0,-9,1
Cn1c(=O)c2c(SCC(=O)Nc3ccc4c(c3)OCCO4)nc(CC(C)(C)C)nc2n(C)c1=O,-1,4,-8,-7,1,3,4,-6,-1
CCOc1ccc(C(=O)Nn2cnnc2)cc1,-3,-3,-3,-7,-3,5,0,-10,1
COc1ccc(N(CC(=O)NCCSc2ccccc2)S(C)(=O)=O)cc1,2,-1,2,4,2,5,8,8,7
COc1ccc(Cl)cc1NC(=O)c1oc(C)nc1C,-3,7,2,1,-1,3,5,1,4
O=C(CCCn1cc([N+](=O)[O-])cn1)Nc1ccc2c(c1)OCO2,-6,-2,-1,-3,0,-3,0,1,-5
O=c1ccc(C(F)(F)F)cn1Cc1cc(=O)n2cc(Br)ccc2n1,-5,6,12,4,3,6,4,11,9
Cn1nc(C(=O)Nc2cc(Cl)ccc2N2CCCC2)c2ccccc2c1=O,-2,2,-2,2,-1,4,.,.,0
CC(=O)c1sc(NC(=O)CCOc2ccccc2)nc1C,-1,1,-4,-1,0,0,4,-2,1
Cc1c(C(=O)OCC(=O)NCC2CCCO2)cccc1[N+](=O)[O-] (centres undefined),-6,4,8,1,-2,2,5,2,-5
COc1ccccc1[C@@H]1C(c2ccccc2)=NN(c2ccc(Br)cc2)[C@H]1C(=O)N1CCOC1=O,4,4,2,.,.,9,.,.,1
CSc1cc(C)n(-c2ccccc2C)c(=S)c1C(C)=O,-1,7,-4,3,-5,4,-3,4,2
COc1ccc2ccccc2c1/C=N/NC(=S)NCCN1CCOCC1,1,4,12,1,0,1,6,1,3
CCN(CC)S(=O)(=O)c1ccc(N=Cc2c(C)c(C#N)c(=O)n(C)c2O)cc1,-3,7,-2,-1,-6,6,1,-3,1
COc1ccc(NC(=O)c2cc(Cl)ccc2NC(=O)c2ccco2)c(OC)c1,-2,-2,-2,-11,-3,2,-2,-3,-4
Cc1nc2ccccc2c2c1C(=O)N(c1cccc(C(=O)O)c1)C2=O,-4,1,-4,1,0,0,-1,3,7
CSCCC(NC(=O)c1ccccc1Cl)C(=O)N1CCN(c2ccccn2)CC1 (centres undefined),-1,1,1,4,-8,0,-3,0,3
Cc1ccc(C2=NOC(C)(c3sc(-c4ccc(Cl)cc4)nc3C)C2)cc1 (centres undefined),2,5,-8,-2,-3,0,0,10,-5
Cc1ccccc1C(=O)NC(=S)Nc1cccc(NC(=O)C(C)C)c1,-1,-3,-2,3,-3,5,-3,4,7
O=C(/C=C/c1cccc([N+](=O)[O-])c1)NCc1cccnc1,5,7,-10,5,5,-2,3,3,3
O=C(NCCCN1CCCC1=O)c1ccc(Cl)c(S(=O)(=O)N2CCCCC2)c1,-4,4,8,-1,-3,-8,.,.,0
COc1cccc(CNC(=O)N[C@@H](CC(C)C)C(=O)O)c1,-4,7,4,2,2,-2,-1,11,5
CN(C)CC(=O)Nc1nc(-c2ccccc2)cs1,-2,-6,-5,0,4,1,-1,-3,2
CCOC(=O)C1=C(C)NC(C)=C(C(=O)OCC)C1c1ccc([N+](=O)[O-])s1,2,.,.,-9,0,9,-1,-12,.
Cc1ccccc1OCC(=O)NCC(=O)OCC(=O)c1ccc2ccccc2c1,4,7,5,-3,2,5,-1,34,0
CC(NC(=O)CCCC1CCCCC1)c1ccc(S(N)(=O)=O)cc1 (centres undefined),-2,-1,-3,1,-1,9,2,2,3
C1=C2C[N+]3(CCCC3)CC2Cc2ccc3ccccc3c21 (centres undefined),1,8,0,5,1,-2,-2,5,0
O=C(Cc1ccc(Cl)cc1)N/N=C/c1cccc(O)c1,-2,18,-6,-4,0,-3,-1,6,3
Cc1c(C(=O)NCc2ccco2)oc2c(F)cccc12,-2,1,11,8,-4,6,.,.,0
Cc1c(C(N)=O)sc2ncn(CC(=O)NCCc3ccccc3)c(=O)c12,0,7,6,-1,-1,5,0,3,1
CCN(CC(=O)NC1CCS(=O)(=O)C1)C(=O)/C=C/c1cccs1 (centres undefined),3,0,2,-5,2,2,-2,2,-1
NC(=S)NNC(=O)c1cc(C(F)(F)F)cc(C(F)(F)F)c1,-4,5,4,3,-2,4,1,-3,7
COc1ccc(S(=O)(=O)Nc2ccc3c(c2)OCO3)cc1C(=O)O,-3,10,0,7,2,8,-2,4,7
CC(=O)c1c(C(C)=O)c(C)n(-c2ccc(C)c(NC(=O)c3ccccc3Cl)c2)c1C,0,13,-2,5,1,7,2,-4,1
CCCOc1ccc(/C=C/c2[nH]c(=O)[nH]c(=O)c2[N+](=O)[O-])cc1OCC,0,1,-9,2,-2,3,-2,2,0

# Screening results (PubChem BioAssay)

# This is a subset; rates above refer to the full screens.
